p53null 32C tox = kills p53 null cells at the permissive temperature. H1299-neo p53 null cells, ATP luminescence, 24 h, 32C. Potency, µM (highest dose often 46.1 µM), for the others: at the top dose activity change, negative = cytotoxicity, usual class: cytotoxic. 0.62% of 55,000 active. AID 903;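 further: potency means the concentration at half of the fitted maximal effect; 0% = DMSO only and -100% = full killing by 100 µM tamoxifen; nearly all actives have a fitted effect of over 55% in size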
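H1299-neo (p53-null) cells, 600/well, were pre-incubated overnight at 37C, then exposed to compounds at up to 46 uM for 24 hr at 32C. Viability was measured as ATP content by luminescence, and AC50 values came from Hill fits.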
FH mod = Identification of activators of human fumarate hydratase by quantitative high-throughput screening. FH coupled MDH/diaphorase resazurin fluorescence, 15 min. Potency, µM (highest dose often 79.9 µM), without a hit: at the top dose activity change, negative = inhibition, hits mostly inhibitors. 0.22% of 54,000 active. AID 1347055, 2019; further: potency means the concentration at half of the fitted maximal effect; on the % scale 0 is the no-effect control and ±100 the full control effect; the screen sought activators but most active calls are inhibition curves; nearly all actives have a fitted effect of over 45% in size
GALK inhibitor = inhibits human galactokinase; recombinant GALK, Kinase-Glo ATP luminescence, 1 h; Potency, µM (highest dose often 57.5 µM), without a hit: at the highest dose activity, negative = inhibition, most hits filed as inhibitors; 44,000 tested, under 10 active; AID 1347072;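 further: plate controls were full GALK reaction for no effect and reaction lacking GALK for full effect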
Target sequence (P51570 whole entry, looked up): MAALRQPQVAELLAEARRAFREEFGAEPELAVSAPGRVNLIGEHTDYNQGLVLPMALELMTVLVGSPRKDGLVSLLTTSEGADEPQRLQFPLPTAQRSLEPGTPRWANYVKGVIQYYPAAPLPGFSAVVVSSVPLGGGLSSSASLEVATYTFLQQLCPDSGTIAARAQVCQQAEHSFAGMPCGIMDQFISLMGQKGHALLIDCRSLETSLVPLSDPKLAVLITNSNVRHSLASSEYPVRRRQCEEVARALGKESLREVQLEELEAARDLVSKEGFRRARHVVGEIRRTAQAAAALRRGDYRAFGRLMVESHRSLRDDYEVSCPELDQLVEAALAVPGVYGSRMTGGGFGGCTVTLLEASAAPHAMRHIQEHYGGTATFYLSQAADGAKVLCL
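5 nM GALK with 35 µM ATP and 100 µM galactose in HEPES pH 8.0, MgCl2, NaCl, DTT, BSA; 1 h RT reaction, remaining ATP detected by Kinase-Glo Plus luminescence after 10 min; qHTS concentration series.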
B2AR arrestin ag = beta-arrestin recruitment by human beta2-adrenergic receptor ligands; P07550; HTLA Tango cells, beta-arrestin recruitment, luciferase luminescence, 18 h; Potency, µM (highest dose often 46.1 µM), without a hit: at the highest dose activation, hits mostly activators; 44,000 tested, under 10 active; AID 1347077;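 further: potency means the concentration at half of the fitted maximal effect; 0% = DMSO and full agonism = EC100 isoproterenol or metaproterenol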
Target sequence (P07550 whole entry, looked up): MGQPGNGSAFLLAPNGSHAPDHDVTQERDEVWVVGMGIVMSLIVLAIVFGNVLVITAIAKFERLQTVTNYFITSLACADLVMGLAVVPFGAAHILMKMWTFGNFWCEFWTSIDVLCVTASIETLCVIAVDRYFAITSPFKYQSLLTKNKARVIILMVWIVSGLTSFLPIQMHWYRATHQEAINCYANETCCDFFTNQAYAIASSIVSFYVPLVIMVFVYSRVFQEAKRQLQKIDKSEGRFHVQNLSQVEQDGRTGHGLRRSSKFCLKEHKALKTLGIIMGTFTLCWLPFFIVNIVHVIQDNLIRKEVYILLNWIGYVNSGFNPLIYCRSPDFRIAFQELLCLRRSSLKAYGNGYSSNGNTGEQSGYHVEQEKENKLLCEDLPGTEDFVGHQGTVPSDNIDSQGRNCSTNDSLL
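Tango cells (recombinant beta2-AR, beta-arrestin, tTA-driven luciferase), 1500/well in DMEM 1% FBS, treated 18 h at 37 °C with compounds up to 46 µM; luciferin mix added, luminescence read after 15 min; %activity curves fitted and curve-classed.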
NTMT1 inhibitor = blocks human N-terminal methyltransferase 1 activity. Q9BV86. Potency, µM (titrated, usually from 114 µM), for the others: top-dose activity change, negative = inhibition, usual class: inhibitors. 2.5% of 59,000 active. NTMT1 MTase-Glo SAH luminescence, purified enzyme;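 further: potency means the concentration at half of the fitted maximal effect; plate controls were DMSO vehicle for no effect and no enzyme for full effect; nearly all actives have a fitted effect of over 65% in size; many of its hits are not listed in these tables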
Target sequence (Q9BV86 whole entry, looked up): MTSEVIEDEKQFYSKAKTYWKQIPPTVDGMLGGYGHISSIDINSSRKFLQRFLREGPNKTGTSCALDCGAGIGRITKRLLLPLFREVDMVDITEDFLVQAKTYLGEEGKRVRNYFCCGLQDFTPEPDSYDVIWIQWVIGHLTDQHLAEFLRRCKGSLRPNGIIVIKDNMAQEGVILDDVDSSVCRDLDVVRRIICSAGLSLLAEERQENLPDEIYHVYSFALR
p53null 39C kill = kills p53 null cells at the nonpermissive temperature. 0.97% of 55,000 active. H1299 p53-null (neo) cells, 39C, ATPlite viability, 24 h. Potency, µM (titrated, usually from 46.1 µM), without a hit: at the top dose activity, negative = cell killing, hits mostly cytotoxic;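 further: potency means the concentration at half of the fitted maximal effect; 0% = DMSO only and -100% = full killing by 100 µM tamoxifen; nearly all actives have a fitted effect of over 50% in size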
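Concentration-response (up to 46 uM) was run for 24 h at the nonpermissive 39C on H1299-p53A138V or H1299-neo cells. ATP content was measured with ATPlite luminescence. AC50 values were Hill-modeled after normalizing between DMSO and 100 uM tamoxifen killing.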
TSG101-PTAP inh = inhibitors of HIV-1 PTAP binding to human TSG101, validation. Fluorescence polarization, FITC-PTAP peptide/Tsg101, 20 min. Potency, µM (titrated, usually from 115 µM), without a hit: at the highest dose activity change, negative = inhibition, usual class: inhibitors. 44,000 tested, under 10 active. AID 1347069; further: potency means the concentration at half of the fitted maximal effect; 0% is about no effect
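FITC-labeled PTAP peptide (50 nM final) binding to Tsg101 binding domain (10 uM final) read by fluorescence polarization after 20 min at r.t. in HEPES pH 7.5 buffer. Actives by CRC class, <25 µM.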
* = called active by the depositor; ? = inconclusive; / = not tested or not shown; [ ] = dose if it differs, or a comment. The call rests on the fitted dose curve; in most records, active means well fitted curve in the direction sought with a large enough effect; inconclusive means small, poorly fitted or top-dose-only effect, or another doubt; inactive means no such curve, though single readings can be large; an effect the other way counts as inactive or inconclusive. These rows are one share of the data, so the mix of outcomes need not match the whole.

SMILES | p53null 32C tox | FH mod | GALK inhibitor | B2AR arrestin ag | NTMT1 inhibitor | p53null 39C kill | TSG101-PTAP inh
COc1ccccc1C(=O)Nc1cccc(C(=O)OCc2cc(=O)n3nc(C4CC4)sc3n2)c1 | -3.1% | -15.8% | 2.7% | 0.4% | 1.6% | 7.6% | -0.7%
Cc1cc(C)cc(C(=O)Nc2nnc3n2CCS3)c1 | -9.2% | ? | 1.2% | 0.3% | 10.1% | 17.9% | -1.4%
Cc1ccc(-n2nc3ccc(NC(=O)c4cc5ccccc5o4)cc3n2)cc1 | 2.1% | -4.9% | 1.5% | -0.1% | 7.5% | -11.2% | 1.3%
COc1ccc(N2CC(NC(=O)/C=C\c3ccc4c(c3)OCO4)CC2=O)cc1 (stereo unspecified) | 7.9% | -3.0% | -0.7% | -3.8% | 17.8% | 13.6% | -0.7%
Cc1nn(CC(=O)N2CCC(C)CC2)c(=O)c2cc3sccc3n12 | 0.3% | -6.5% | -1.4% | -0.6% | -2.4% | 17.7% | -1.4%
CC(C)(C)C1CCc2onc(C(=O)Nc3sc4c(c3C(N)=O)CCCC4)c2C1 (stereo unspecified) | -0.4% | -3.9% | 0.1% | 1.0% | -13.8% | -5.2% | -18.2%
COc1ccc2nc3sc(C(=O)NCCc4ccc(Cl)cc4)cc3cc2c1 | -5.7% | -0.3% | 1.0% | -0.8% | ? | -8.4% | -3.9%
NC(=O)c1ccccc1NC(=O)CN1c2ccccc2S(=O)(=O)c2ccccc21 | 9.6% | -15.6% | 3.3% | 0.1% | -2.7% | 1.6% | 1.1%
Cc1ccc(C)c(CNC(=O)CN2C(=O)CSc3ccc(S(=O)(=O)N(C)C)cc32)c1 | -9.8% | -16.3% | 3.6% | -1.1% | 23.2% | -15.1% | -1.2%
Cc1ccc(CN(C(=O)COc2ccc(C(C)C)cc2)C2CCS(=O)(=O)C2)o1 (stereo unspecified) | -3.3% | -19.5% | 0.6% | -0.8% | -22.9% | -3.5% | -9.4%

Next part
SMILES | p53null 32C tox | FH mod | GALK inhibitor | B2AR arrestin ag | NTMT1 inhibitor | p53null 39C kill | TSG101-PTAP inh
COc1cccc(C(=O)Nc2ccc3oc(-c4cccc5c(Br)cccc45)nc3c2)c1 | -4.0% | -22.3% | -0.1% | -0.7% | 0.3% | -12.3% | 0.0%
CCc1ccc(CNC(=O)c2c(C)oc3ncnc(N4CCOCC4)c23)cc1 | 4.0% | -6.1% | 2.3% | -0.4% | 2.2% | -11.4% | -1.8%
CCOc1ccccc1NC(=O)c1c(C)cc(C)nc1SCC(=O)c1cccc(OC)c1 | -11.7% | -15.0% | -12.2% | -2.0% | -11.0% | -22.0% | -4.6%
COC(=O)c1c(-c2cccs2)csc1NC(=O)c1ccc(C(C)(C)C)cc1 | -14.3% | -9.0% | 5.1% | -2.4% | ? | -6.2% | 2.6%
COc1ccc(-c2cc(C(F)(F)F)n3nc(C(=O)Nc4cc(Cl)cc(Cl)c4)cc3n2)cc1 | / | -6.0% | 9.1% | 0.3% | 8.8% | / | -4.4%
Cc1ccc(-n2nnnc2CNC(=O)c2cc(C(F)(F)F)cc(C(F)(F)F)c2)cc1C | -3.0% | -10.7% | 0.0% | -0.3% | 10.1% | 2.7% | 0.0%
Cc1ccc(S(=O)(=O)c2[nH]c(-c3ccccc3)nc2SCCC(=O)O)cc1 | -3.9% | 8.7% | -9.4% | -4.4% | 26.5% | -10.8% | 4.2%
Cc1cc(C)c2c(=O)c3c(oc2c1)C(=O)N(Cc1ccc(F)cc1)C3c1cccc(O)c1 (stereo unspecified) | 31.2%[activator] | -17.4% | -0.3% | -1.6% | 0.2% | 20.9% | -3.9%
Cc1ccc(CCNC(=O)c2c(C)oc3ncn(CC(C)C)c(=O)c23)cc1 | 9.4% | -0.8% | 0.7% | -0.6% | 2.6% | 3.3% | 2.4%
CC(=O)c1cccc(NC(=O)c2cc(C)nc3c2c(C)nn3-c2cccc(Cl)c2C)c1 | 14.2% | -7.5% | -2.3% | 1.1% | 14.2% | -16.6% | 1.0%

More compounds follow.
SMILES | p53null 32C tox | FH mod | GALK inhibitor | B2AR arrestin ag | NTMT1 inhibitor | p53null 39C kill | TSG101-PTAP inh
CC(=O)N1CCCC1c1nc2ccccc2n1Cc1c(F)cccc1Cl (stereo unspecified) | -3.7% | -3.3% | -10.6% | -3.2% | 89.1µM* | -19.0% | -2.4%
CCc1ccc(OCC(=O)N(Cc2ccco2)Cc2ccccc2Cl)cc1 | 26.0% | -14.0% | 1.4% | -0.1% | -3.0% | 24.9% | -3.4%
Cc1cccc(NC(=O)C(=O)NCCCN2CCOCC2)c1 | -3.2% | 3.7% | -0.2% | 1.0% | 5.7% | 4.0% | -5.2%
COc1ccccc1CN1CCC(CNC(=O)c2cnn(-c3ccc(Cl)cc3)c2C2CCN(C(=O)OC(C)(C)C)CC2)CC1 | 19.0% | -21.1% | 2.6% | -1.2% | -6.0% | ? | 2.0%
CCC(=O)C1=C(c2ccc(OC)c(OC)c2)N(C(=O)CC)n2c(nnc2-c2ccc(C)cc2)S1 | 8.9% | 9.3% | -2.2% | -3.9% | 6.2% | 0.8% | 0.7%
COc1cc(OC)c(NC(=O)Cn2cnc3sc(C)c(S(=O)(=O)N4CCN(C)CC4)c3c2=O)cc1Cl | 5.5% | 7.3% | 0.0% | 0.1% | 4.9% | -8.0% | -2.6%
CC(=O)Nc1nonc1-c1nnc(SCC(=O)Nc2ccccc2Cl)n1C | -4.6% | 10.9% | 0.0% | -3.8% | 0.6% | -7.1% | -1.7%
CCC(=O)N1CCc2cc(Br)cc(S(=O)(=O)N3CCN(c4ccc(C(C)=O)cc4)CC3)c21 | -0.4% | 1.3% | 0.0% | 0.7% | 36.4%[activator] | -14.0% | -5.4%
Cc1cccc(C)c1Nc1c(-c2ccsc2)nc2cccc(C)n12 | -3.3% | -9.2% | 2.6% | -2.0% | 2.9% | -28.5% | -2.7%
Cc1ccc2c(c1)Cc1c(nc(-c3ccc(F)cc3)nc1SCC(=O)N1CCCCC1)O2 | 0.3% | 4.6% | 0.3% | 0.6% | -11.2% | 3.9% | 0.2%

The listing continues:
SMILES | p53null 32C tox | FH mod | GALK inhibitor | B2AR arrestin ag | NTMT1 inhibitor | p53null 39C kill | TSG101-PTAP inh
COc1ccc(-c2nc(CCNC(=O)c3cccs3)cs2)cc1OC | -8.7% | -6.2% | 3.1% | -0.8% | -5.1% | -13.0% | 1.9%
Cc1ccc(NC(=O)C2CCN(c3nn4c(=O)cc(C)nc4s3)CC2)cc1 | 9.7% | -4.3% | 7.6% | -4.0% | -2.4% | -23.4% | -7.3%
Cc1ccc2nc(-c3cc(NC(=O)c4ccc5c(c4)OCCO5)ccc3Cl)oc2c1 | -7.0%[9.22 µM] | -14.7% | 0.4% | 0.1% | -7.8% | -16.1% | -8.9%
CCOc1ccc(-c2nnc(SCC(=O)Nc3cc(C)ccc3OC)o2)cc1 | ? | -2.7% | -11.0% | -1.3% | 12.2% | ? | 3.5%
COc1ccc(-c2cc(C(F)(F)F)nc(SCCC(=O)Nc3ccc(O)cc3)n2)cc1 | -12.2% | 5.6% | 0.0% | 0.4% | -10.5% | -21.4% | 4.3%
CCCN1C(C(=O)c2ccccc2)=C(OC(=O)COc2ccccc2)c2ccccc2S1(=O)=O | -21.1% | ? | -10.9% | 6.1% | 10.7% | ? | -4.8%
Cc1ccc(NC(=O)C(=O)NCC(c2ccc3c(c2)OCO3)N2CCOCC2)c(C)c1 (stereo unspecified) | 2.9% | -8.4% | -6.3% | 0.4% | -1.1% | -3.3% | 0.2%
O=C(NCCn1cc(SCc2ccc(F)cc2)c2ccccc21)c1c(F)cccc1F | / | -24.3% | -4.2% | 0.1% | 7.7% | / | -6.2%
Cc1ccc(-c2nnc(Nc3ccc(O)cc3)c3ccccc23)cc1S(=O)(=O)N1CCCCC1 | 64.9%[activator] | -15.9% | 0.0% | -2.4% | 24.9% | 24.1% | -4.6%
COC(=O)c1ccc(OCC2c3cc(OC)c(OC)cc3CCN2C(=O)Cc2ccc(OC)cc2)cc1 (stereo unspecified) | -10.3% | -22.2% | -8.7% | -0.6% | 1.6% | 29.7% | 0.0%

New compounds follow.
SMILES | p53null 32C tox | FH mod | GALK inhibitor | B2AR arrestin ag | NTMT1 inhibitor | p53null 39C kill | TSG101-PTAP inh
COc1ccc(OC)c(NC(=O)c2cc(CN3CCCC3)on2)c1 | -4.3% | -3.2% | -1.0% | 0.7% | -0.4% | -1.0% | -0.4%
COc1ccccc1NC(=O)c1cc2c(C)nn(-c3ccccc3)c2s1 | 20.3% | ? | -0.3% | -2.1% | -8.1% | 18.3% | -2.1%
CCOC(=O)Cn1c(=O)n(C2CCCCC2)c2nc(-c3ccc(C(C)C)cc3)nc(C(N)=O)c21 | 1.3% | -3.7% | 1.0% | -0.1% | 1.3% | -1.7% | 3.0%
CCOC(=O)c1ccc(CN(Cc2ccc(F)cc2)S(=O)(=O)c2ccc(F)c(C(=O)Nc3c(C)cccc3C)c2)cc1 | -1.7% | -6.8% | 0.0% | -1.6% | 10.9% | 0.9% | -0.5%
Clc1ccc(-c2nc3c4cnn(-c5ccccc5Br)c4ncn3n2)c(Cl)c1 | -1.8% | 0.1% | -9.3% | 0.9% | 18.8% | 1.0% | 1.1%
COc1cccc(N2CCN(C3C(=O)c4ccccc4N3C(C)=O)CC2)c1 (stereo unspecified) | -0.7% | -9.8% | -1.0% | -1.0% | -0.8% | -12.0% | 0.0%
CCN(CC)S(=O)(=O)c1nnc(NC(=O)COc2ccc(Cl)cc2)s1 | ? | -1.1% | 0.4% | 1.1% | 16.3% | ? | 0.7%
CCSc1nc2ccccc2c(OCc2ccccc2Cl)c1C(=O)OC | -4.1% | -13.0% | 2.1% | -0.2% | 1.0% | -24.2% | 1.2%
O=C(CN1c2ccc(Br)cc2-c2ccccc2S1(=O)=O)N1CCCCC1 | 7.5% | 1.3% | -9.0% | -4.8% | -0.5% | -3.7% | -3.4%
Cc1cc(Nc2cccc(Cl)c2)nc2ccc(NC(=O)c3cccc(N(C)C)c3)cc12 | -0.1% | -27.9% | -2.6% | 0.7% | ? | 3.3% | -2.0%
COc1ccc(OC)c(CCNC(=O)CN2C(=O)COc3ccc(S(=O)(=O)N4CCCCCC4)cc32)c1 | -7.2% | -8.1% | 0.2% | 1.1% | -3.6% | 1.6% | 0.4%
Cc1ccc(CNC(=O)CN2C(=O)CSc3ccc(S(=O)(=O)N(C)C)cc32)cc1 | -11.4% | 1.2% | -2.7% | 0.9% | ? | 6.6% | 1.9%
O=C(COc1ccc(S(=O)(=O)NC2CCCCC2)cc1)Nc1ccc(C(F)(F)F)cc1 | -1.9% | -0.9% | 1.6% | 0.6% | -1.7% | -3.2% | -2.7%

Source: PubChem BioAssay (National Center for Advancing Translational Sciences (NCATS))
